S100A4 MyoIIA = blocks human S100A4 binding to myosin IIA peptide. 0.14% of 360,000 active. AID 652163. inhibition, % at 10.7 µM. S100A4/TAMRA-MyoIIA peptide fluorescence polarization. P26447;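 active = mean inhibition of at least 70% across replicates, with every replicate also reaching that level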
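Assay system: human S100A4 monomer with TAMRA-labelled myosin IIA peptide / Buffer or medium: Calcium-containing HEPES buffer, pH 7.2 / Reagent: TAMRA-labelled myosin IIA heavy-chain peptide probe, 5 nM / Compound: one dose per compound / Timing: polarization read 5 min after assay mix addition, stable 5–60 min / Benchmarks: neutral control DMSO, positive control TFP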
E-selectin induc = induces E-selectin expression in human endothelial cells | P16581 | HUVEC E-selectin immunofluorescence imaging; normalized: neutral wells 0, TNF-alpha wells 100 | activation, % at 7.58 µM | 0.37% of 260,000 active | AID 686992;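 active = mean E-selectin-positive cell signal at least 10% of the positive control, reached in at least 60% of replicates, without over 20% cell loss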;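 also: in these data hits start at about 27%; measured in HUVEC primary endothelial cells; signal is the percent of cells scored E-selectin positive by PE staining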
Target sequence (P16581 whole entry, looked up): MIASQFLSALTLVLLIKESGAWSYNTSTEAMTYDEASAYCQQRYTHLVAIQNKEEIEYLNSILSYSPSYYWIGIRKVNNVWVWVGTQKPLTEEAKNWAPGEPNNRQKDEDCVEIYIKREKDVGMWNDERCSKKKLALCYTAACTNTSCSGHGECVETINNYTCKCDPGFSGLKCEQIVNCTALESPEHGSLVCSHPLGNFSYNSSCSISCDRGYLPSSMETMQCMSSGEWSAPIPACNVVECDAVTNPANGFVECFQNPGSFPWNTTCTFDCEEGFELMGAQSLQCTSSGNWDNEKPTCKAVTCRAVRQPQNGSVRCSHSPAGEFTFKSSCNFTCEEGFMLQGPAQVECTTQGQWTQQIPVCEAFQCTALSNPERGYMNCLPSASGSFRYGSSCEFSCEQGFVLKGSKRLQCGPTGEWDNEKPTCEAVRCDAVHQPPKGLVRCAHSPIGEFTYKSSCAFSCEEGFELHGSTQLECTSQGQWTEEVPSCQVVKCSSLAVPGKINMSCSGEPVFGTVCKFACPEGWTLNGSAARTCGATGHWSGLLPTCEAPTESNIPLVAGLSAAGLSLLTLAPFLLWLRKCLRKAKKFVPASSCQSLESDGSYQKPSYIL
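assay system = HUVEC, human umbilical vein endothelial cells | input = 3,000 HUVEC seeded per well | medium = EGM-2 growth medium on 0.1% gelatin-coated wells | dosing = one compound dose added by pin transfer | signal = immunofluorescence imaging | read-out basis = % PE-positive cells | control set = TNF-alpha, DMSO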
RAD52 anneal inh = blocks human RAD52 DNA annealing; inhibition, % at 18.7 µM; 0.46% of 360,000 active; P43351; recombinant RAD52 DNA annealing, FRET fluorescence;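 active = every replicate showing at least 50% inhibition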
Target sequence (P43351 whole entry, looked up): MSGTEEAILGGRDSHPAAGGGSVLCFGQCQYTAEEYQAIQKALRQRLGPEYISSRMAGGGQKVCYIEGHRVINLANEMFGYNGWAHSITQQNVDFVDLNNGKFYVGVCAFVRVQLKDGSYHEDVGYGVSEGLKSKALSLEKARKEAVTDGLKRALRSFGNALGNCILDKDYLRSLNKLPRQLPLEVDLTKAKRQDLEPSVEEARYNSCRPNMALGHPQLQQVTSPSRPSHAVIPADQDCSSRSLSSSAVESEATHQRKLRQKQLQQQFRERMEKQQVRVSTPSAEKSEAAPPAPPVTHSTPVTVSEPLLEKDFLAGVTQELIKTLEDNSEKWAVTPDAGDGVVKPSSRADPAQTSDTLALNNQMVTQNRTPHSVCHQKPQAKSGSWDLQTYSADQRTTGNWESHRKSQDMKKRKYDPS
RAD54 branch = inhibitors of human RAD54 branch migration; inhibition, % at 10.4 µM; Q92698; 0.14% of 360,000 active; RAD54 Holliday junction branch migration, FAM/BHQ fluorescence; AID 602329;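 active = mean normalized replicate activity at least 40 and at least half of replicates scoring 40 or more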;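 also: 0% = median of neutral control wells and 100% = median of positive control wells; inhibitors cause a drop in the FAM fluorescence signal; in these data hits start at about 50%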
esBAF inh = inhibitors of esBAF chromatin remodeling in mouse ES cells; AID 602393; Bmi1-luciferase knock-in reporter, 24 h; 100% = twice the neutral-well signal; 2% of 350,000 active; reporter increase, % at 12.5 µM; in the data active = activation above about 40%;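 also: 0% = median of the plate's neutral control wells and 100% = double that signal; a rise in the Bmi1 reporter signal indicates esBAF inhibition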
EWS-Fli inh = blocks EWS/Fli oncoprotein-driven transcription | A673 NR0B1-luciferase reporter, viability-normalised | 0.67% of 350,000 active | inhibition, % at 12.6 µM;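 active = mean inhibition of at least 50% after viability correction, with every replicate also passing that limit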;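 also: firefly luciferase signal divided by Alamar Blue viability fluorescence both relative to DMSO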
FN deposit inh = fibronectin deposition inhibition | AH1F fibroblasts, Alexa488-fibronectin deposition fluorescence, overnight | inhibition, % at 12.6 µM | 0.086% of 350,000 active;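 active = mean inhibition across replicates of 30% or more, regardless of how many single replicates reach that level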;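 also: positive control wells lacked labelled fibronectin entirely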
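Assay system: AH1F fibroblasts / Quantity: 10000 cells per well / Medium: DMEM plus 2% serum, read in PBS / Reagent: labelled fibronectin 24 nM / Dosing: single dose, pinned / Times: 1 h cell attachment, overnight exposure to compound and label / Signal: fluorescence, ex 485 nm, em 525 nm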
Xi reactivation = X-chromosome reactivation activator; XiGFP mouse fibroblasts, % GFP-positive cells imaging, 3 d; cells co-treated with 5-aza-dC sensitizer; scaled so ellipticine positive control = 100%; activation, % at 7.58 µM; 0.055% of 360,000 active;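 active = mean normalized replicate activation at least 10% and every replicate at or above 10%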;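 also: 0% = median of on-plate neutral control wells and 100% = ellipticine 6 µM median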
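System: SV40-immortalized XiGFP fibroblast cells, line 68-5-11 / Incubation: 3-day compound exposure, then 15 min fixation at room temperature / Compound: single concentration per compound, delivered by pin transfer / Buffer or medium: DMEM plus 5-aza-dC sensitizer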
The depositor's hits bear a star; · = no result given; & = joins results of further samples.

Values run as follows: S100A4 MyoIIA	E-selectin induc	RAD52 anneal inh	RAD54 branch	esBAF inh	EWS-Fli inh	FN deposit inh	Xi reactivation
CN1CCN(C(=O)c2cccn(Cc3c(Cl)cccc3Cl)c2=O)CC1
  -1.1	0.2	-11.4	-1.6	-10.2	1.4	0.4	0.1
Cc1cc(C)n(CCC(=O)N/N=C/c2ccccc2O)n1
  -10.9	·	-15.5	2.1	·	4.6	4.8	0.3
CO[C@@H]1CN(C)C(=O)c2ccc(NS(=O)(=O)c3c(C)noc3C)cc2OC[C@@H](C)NC[C@@H]1C
  -29.8&-0.3	0.0&6.3	-10.5&-16.9	·	·	0.4&4.5	-0.2&-2.2&2.6	0.3&0.3&0.0
CCOc1ccc(NC(=O)CCCNC(=O)Cn2cnc3sc(C)c(C)c3c2=O)cc1
  -1.0	·	-12.6	6.2	-1.4	1.9	2.9	0.6
O=C(C[C@H]1C[C@H]2c3cc(NC(=O)Nc4ccccc4)ccc3O[C@H]2[C@H](CO)O1)NCC1CC1
  5.7	0.3	3.1	2.5	-6.9	3.0	0.8	0.1
COc1cc(CN2C[C@@H](CO)O[C@@H](n3cnc4c(NCc5ccncc5)ncnc43)C2)cc(OC)c1OC
  -6.6	0.1	-3.3	8.6	0.9	8.9	9.5	-0.1
O=C1CC(=O)Nc2cc(S(=O)(=O)NCc3cccs3)ccc2N1
  -0.3	·	-14.6	-1.1	1.6	-6.1	2.7	0.2
Cc1cc(-c2ccc(C(C)C)c(S(=O)(=O)N3CCN(c4ccccc4)CC3)c2)on1
  -2.9	·	-5.3	6.3	-28.9	44.0	-8.4	0.8
CNC(=O)N(O)C1N(/N=C/c2cccnc2)C(=S)SC1(C)C (stereo unspecified)
  2.8	-0.3	-6.2	·	·	-1.7	-6.5	-0.1
O=C(CNC(=O)c1ccc(OC(F)F)cc1)NCC1(N2CCOCC2)CCCCC1
  -12.6	1.4	-9.9	-5.3	-0.2	-4.5	-2.6	0.1
O=C1CSC(c2cccc([N+](=O)[O-])c2)N1c1ccccc1 (stereo unspecified)
  4.7	·	-9.7	4.8	-1.9	2.0	0.1	0.0
CCOC(=O)c1nc(Nc2ccccc2CC)c2ccccc2n1
  -2.0	·	-0.2	2.4	16.1	-5.6	2.1	0.3
CC(C)C#Cc1ccc2c(c1)O[C@@H](CN(C)C(=O)c1cccnc1)[C@@H](C)CN([C@@H](C)CO)S2(=O)=O
  5.7	-0.1	6.8	-4.6	2.1	-5.0	·	0.2
CN(C)S(=O)(=O)c1cccc(NC(=O)C2Cc3ccccc3CN2C(=O)c2ccccc2)c1 (stereo unspecified)
  -4.8	·	-37.2	-7.7	18.4	-40.8	0.8	0.1
O=C(Nc1ccc2c(c1)CN(Cc1ccc(CO)o1)CC2)c1ccc(C(F)(F)F)cc1
  -3.6	·	-14.4	0.6	18.7	-21.3	0.4	0.0
O=C(O)C1C2CC3OC(=O)C1C3C2 (stereo unspecified)
  3.0	0.0	-5.4	-10.7	3.1	3.4	3.1	0.1
CCOc1ccc(NC(=O)CN2CCN(c3ccc(F)cc3)CC2)cc1S(=O)(=O)N1CCCC1
  -0.4	·	-153.6	13.0	-3.4	0.6	-17.0	0.0
CCOc1ccc(S(=O)(=O)N(CC(=O)O)c2ccc(C)cc2)cc1
  -5.4	·	0.1	-7.6	-2.4	-8.3	·	·
O=C(CCNC(=O)c1ccc(Br)cc1)Nc1ccccc1N1CCCCC1
  -3.7	-1.3	1.3	-6.5	-0.1	-3.6	-4.8	0.0
O=S(=O)(NC1c2cccc3cccc(c23)C1Sc1ncccn1)c1ccc(Cl)cc1 (stereo unspecified)
  5.7	-2.8	-0.6	·	·	22.8	-3.6	0.3

Further entries
Values run as follows: S100A4 MyoIIA	E-selectin induc	RAD52 anneal inh	RAD54 branch	esBAF inh	EWS-Fli inh	FN deposit inh	Xi reactivation
O=C(CCCCC(=O)OC1CCCCC1)OC1CCCCC1
  -3.6	1.3	-8.5	-2.4	0.4	-13.7	0.8	0.1
C/C(Cn1nnc([N+](=O)[O-])n1)=N\NC(=O)c1ccc(Cl)c(Cl)c1
  -6.6	·	-2.0	·	-3.0	21.4	·	·
COc1ccc(-c2nc3c(c(SCC(=O)Nc4cccc(O)c4)n2)Cc2c(CO)cnc(C)c2O3)cc1
  -10.4	1.2	-31.8	-0.5	-2.2	·	-11.2	0.0
CN(C)c1ccc(NC(=O)CSc2n[nH]c(-c3ccco3)n2)cc1
  9.3	-0.1	-16.4	·	·	9.0	1.6	0.2
CCCN(CC(=O)Nc1ccccc1OC)C(=O)c1cc(-c2ccccc2)nn1-c1ccccc1
  0.2	·	-25.2	-5.6	14.8	0.4	-6.6	0.0
CCCCN(C(=O)c1cccc(S(=O)(=O)N(CC)c2ccccc2)c1)c1c(N)n(CC(C)C)c(=O)[nH]c1=O
  -4.0	-1.6	-4.4	-8.6	-0.5	3.8	-2.7	0.1
COc1cccc(NC(=O)N[C@@H]2CC[C@@H](CC(=O)Nc3ccc(-c4ccccc4)cc3)O[C@H]2CO)c1
  0.2	0.1	-7.0	4.6	6.3	-8.6	-5.0	0.5
COc1ccc(CN(C)C[C@H]2Oc3ccc(NC(=O)CCCCCC(=O)Nc4ccccc4N)cc3CC(=O)N([C@H](C)CO)C[C@H]2C)cc1
  18.6	0.4	2.8	-0.3	-6.9	55.9*	·	-0.5
Cc1cccc2c(=O)n3c(cc12)-c1[nH]c2ccccc2c1CC3
  -1.7	1.7	-13.4	·	·	-7.5	-8.0	1.7
CCc1ccc(N2CCN(C(=O)N3CCOCC3)CC2)cc1
  1.4	·	-9.0	·	·	-12.0	7.1	0.0
CSc1cccc(N2CC(C(=O)Nc3cccc(S(=O)(=O)N4CCCC4)c3)CC2=O)c1 (stereo unspecified)
  -2.4	·	-15.2	1.0	·	6.9	·	0.1
CC(C)OC(=O)/C(=C\c1ccccc1)NC(=O)c1ccccc1
  -2.7	·	-16.7	1.7	-3.8	7.0	2.7	0.0
CC(=O)N1CCN(S(=O)(=O)c2ccc(C)cc2)C1C (stereo unspecified)
  -1.4	-0.1	-0.6	-0.1	1.2	3.4	-8.6	0.1
CC(Sc1ccc(S(=O)(=O)N2CCN(C)CC2)cn1)C(=O)NC1(C#N)CCCCC1 (stereo unspecified)
  -1.5	·	5.1	-4.7	-0.9	9.1	4.1	0.2
CC(=O)Nc1ccc(NC(=O)C2CCCN2C(=O)NCc2ccccc2)cc1 (stereo unspecified)
  -5.5	·	-12.3	0.3	-4.7	-2.0	5.2	0.1
COc1ccc(Cn2ccnc2SCC(=O)Nc2ccc(F)cc2F)cc1
  4.6	-0.5	-6.2	10.7	-6.4	7.0	4.9	0.0
CCCCC1(O)CC(C(F)(F)F)=NN1C(=O)COc1ccccc1 (stereo unspecified)
  1.5	·	5.8	-8.6	11.1	·	·	·
O=C(CN1C(=O)NC2(CCc3ccccc32)C1=O)c1ccc(F)cc1 (stereo unspecified)
  9.8	-0.1	-1.8	-14.6	6.1	0.8	0.5	0.3
CCCc1[nH]n(-c2ccc([N+](=O)[O-])cc2)c(=O)c1C(C)=NCc1ccncc1
  -3.4	·	-3.8	-0.2	9.6	-13.2	-5.3	-0.1
C[C@H]1CCCCO[C@H](CN(C)C(=O)Nc2cccc3ccccc23)[C@@H](C)CN([C@@H](C)CO)C(=O)c2cc(NC(=O)NC3CCCCC3)ccc2O1
  -16.1	·	-9.0	-0.4	4.8	17.4	10.9	0.2

(continued)
Values run as follows: S100A4 MyoIIA	E-selectin induc	RAD52 anneal inh	RAD54 branch	esBAF inh	EWS-Fli inh	FN deposit inh	Xi reactivation
c1ccc(COc2ncnc3c2ncn3CCCNC2CCN(Cc3ccccc3)CC2)cc1
  -5.7	0.0	-1.8	-1.9	-6.5	31.9	0.5	-0.1
FC(F)Oc1ccc(NC(=S)NCCc2ccccn2)cc1
  -2.8	-0.1	-23.0	·	17.0	-16.4	4.9	8.8
O=C(Nc1cccc(F)c1)N1CC(=O)N2[C@H](C1)[C@H](c1ccc(C#CCC3CCCC3)cc1)[C@@H]2CO
  -1.8	-0.4	2.2	·	·	-5.7	·	0.0
COc1cccc(CNC(=O)C[C@@H]2CC[C@H](NC(=O)C3CCOCC3)[C@H](CO)O2)c1
  -0.8	0.0	5.0	5.1	-4.8	-3.2	3.5	-0.2
COc1ccc(Cl)cc1S(=O)(=O)NC1CC(C)(C)NC(C)(C)C1
  -1.9	·	-2.7	·	·	3.8	-3.1	0.0
CCCNC(=O)N(C)C[C@H]1Oc2ncc(C#C[C@@H](C)O)cc2C(=O)N([C@H](C)CO)C[C@H]1C
  4.7	0.2	8.8	-0.9	-3.4	-11.1	-11.4	0.1
O=C(C[C@H]1CC[C@H]2NC[C@@H](O)COC[C@@H]2O1)NCc1ccc(Oc2ccccc2)cc1
  2.9	-0.1	11.4	1.9	-5.3	-7.0	-6.6	0.2
CCCCOc1ccc(C(=O)N2CCN(c3ccc(N4CCOCC4)nn3)CC2)cc1
  -2.3	·	-4.0	-5.2	-1.7	10.1	3.2	0.0
CC1CC(C)CN(C(=O)CSc2nc(N)cc(=O)[nH]2)C1 (stereo unspecified)
  1.5	-0.8	-7.1	·	·	-5.4	-5.9	0.3
Cc1cccn2c(=O)c(/C=N/O)c(N3CCOCC3)nc12
  -3.1	·	-8.3	·	·	2.3	-7.5	0.0

Given with each value named: 2 of the compounds above.
COc1cccc(CNC(=O)C[C@@H]2CC[C@H](NC(=O)C3CCOCC3)[C@H](CO)O2)c1
- S100A4 MyoIIA: -0.8
- E-selectin induc: 0.0
- RAD52 anneal inh: 5.0
- RAD54 branch: 5.1
- esBAF inh: -4.8
- EWS-Fli inh: -3.2
- FN deposit inh: 3.5
- Xi reactivation: -0.2
COc1ccc(Cl)cc1S(=O)(=O)NC1CC(C)(C)NC(C)(C)C1
- S100A4 MyoIIA: -1.9
- E-selectin induc: ·
- RAD52 anneal inh: -2.7
- RAD54 branch: ·
- esBAF inh: ·
- EWS-Fli inh: 3.8
- FN deposit inh: -3.1
- Xi reactivation: 0.0

Entries listed so far that have a thiophene ring, fused or not (two):
Values run as follows: S100A4 MyoIIA	E-selectin induc	RAD52 anneal inh	RAD54 branch	esBAF inh	EWS-Fli inh	FN deposit inh	Xi reactivation
CCOc1ccc(NC(=O)CCCNC(=O)Cn2cnc3sc(C)c(C)c3c2=O)cc1
  -1.0	·	-12.6	6.2	-1.4	1.9	2.9	0.6
O=C1CC(=O)Nc2cc(S(=O)(=O)NCc3cccs3)ccc2N1
  -0.3	·	-14.6	-1.1	1.6	-6.1	2.7	0.2

Source: PubChem BioAssay (Broad Institute)
